Screens: PubChem, several laboratories
DUSP3 inh = inhibitors of human VHR1 phosphatase (DUSP3); P51452; recombinant VHR phosphatase, pNPP absorbance; inhibition, % at 13.3 µM; 290,000 tested, 0.52% active; AID 1654; in the data active means inhibition above about 50%; further: some compounds called inactive have numbers as strong as hits
Target sequence (P51452 whole entry, looked up): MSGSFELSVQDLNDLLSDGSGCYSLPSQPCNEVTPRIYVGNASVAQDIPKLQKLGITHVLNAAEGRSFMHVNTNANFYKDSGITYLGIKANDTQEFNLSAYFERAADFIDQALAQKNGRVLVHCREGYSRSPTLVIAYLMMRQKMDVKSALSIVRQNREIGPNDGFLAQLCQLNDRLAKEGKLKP
BH1578 lux ind = induces V. cholerae light production without autoinducers; 350,000 tested, 0.16% active; activation, % at 18.7 µM; V. cholerae BH1578 lux reporter, luminescence, 6 h; in the data active means activation mostly above about 9.7%, no sharp cut-off; inconclusive means no clear call, values can overlap the other calls; inactive means mostly below about 3.7%; further: not every result past the cut was called active; inactives centre near 0; reference of the scale not given here
Anthrax LF prot = inhibitors of Bacillus anthracis lethal factor protease | P15917 | inhibition, % at 10 µM | 360,000 tested, 0.12% active | multiplex microsphere protease cleavage assay, LF; in the data active means inhibition above about 30%; inconclusive means no clear call, values can overlap the other calls; further: plate controls were buffer without enzyme for full effect and enzyme alone for no effect
Target sequence (P15917 whole entry, looked up): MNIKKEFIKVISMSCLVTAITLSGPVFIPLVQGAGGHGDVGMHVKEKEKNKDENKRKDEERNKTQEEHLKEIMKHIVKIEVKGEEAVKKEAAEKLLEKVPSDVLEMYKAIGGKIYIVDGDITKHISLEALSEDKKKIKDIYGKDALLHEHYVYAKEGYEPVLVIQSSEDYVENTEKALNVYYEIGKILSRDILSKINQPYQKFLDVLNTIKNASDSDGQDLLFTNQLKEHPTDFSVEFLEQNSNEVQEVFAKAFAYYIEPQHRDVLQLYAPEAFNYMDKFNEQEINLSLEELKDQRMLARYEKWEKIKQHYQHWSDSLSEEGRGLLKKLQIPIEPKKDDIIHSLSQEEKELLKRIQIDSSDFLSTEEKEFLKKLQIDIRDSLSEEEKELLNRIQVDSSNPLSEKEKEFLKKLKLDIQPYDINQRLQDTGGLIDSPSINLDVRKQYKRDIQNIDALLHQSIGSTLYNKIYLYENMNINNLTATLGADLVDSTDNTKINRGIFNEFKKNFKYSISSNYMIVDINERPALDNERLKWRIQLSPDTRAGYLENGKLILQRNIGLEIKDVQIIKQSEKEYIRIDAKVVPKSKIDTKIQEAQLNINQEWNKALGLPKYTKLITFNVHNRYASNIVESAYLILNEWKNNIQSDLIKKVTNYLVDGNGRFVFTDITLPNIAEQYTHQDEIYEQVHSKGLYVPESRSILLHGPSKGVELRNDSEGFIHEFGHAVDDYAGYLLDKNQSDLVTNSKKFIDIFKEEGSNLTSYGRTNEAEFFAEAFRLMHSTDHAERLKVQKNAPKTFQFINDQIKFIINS
Rv3671c protease = inhibits the M. tuberculosis serine protease Rv3671c; AID 2606; P9WHR9; 320,000 tested, 0.048% active; inhibition, % at 5.96 µM; in the data active means inhibition above about 38%;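 further: extracellular domain of Rv3671c used as enzyme; 0% = enzyme with DMSO and 100% = no enzyme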
PfHsp40 yeast = rescue of PfHsp40-mediated yeast toxicity; S. cerevisiae expressing PfHsp40, growth rescue, ATP luminescence; growth rescue, % at 12.5 µM; 340,000 tested, 0.68% active; in the data active means growth rescue above about 28%, passing the limit was not always enough; inconclusive means no clear call, values can overlap the other calls;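 further: yeast W303a lacking pdr1 and pdr3 grown in galactose medium; growth measured after three days at 30 °C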
SSB-PriA inh = K. pneumoniae PriA-SSBct interaction inhibition; inhibition, % at 33 µM; AlphaScreen SSBct-PriA binding, biotinylated peptide; 430,000 tested, 0.6% active; in the data active means inhibition mostly above about 37%, no sharp cut-off; inactive means mostly below about 20%;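 further: plate controls were negative control peptide for no effect and reference peptide for full effect; strong numbers were not always called active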
MazF activator = increases E. coli MazEF RNase cleavage of RNA; FAM/BHQ RNA-DNA oligo cleavage fluorescence, 5 h; 350,000 tested, 0.32% active; activation, % at 20 µM; AID 504720; in the data active means activation above about 50%
TcdB GH inh = TcdB glycohydrolase inhibition; inhibition, % at 9.99 µM; TcdB glycohydrolase enzymatic assay, plate reader; AID 652162; P18177; 350,000 tested, 0.24% active; in the data active means inhibition above about 10%
Yp Topo-I inh = blocks Yersinia pestis topoisomerase I activity; Y. pestis Topo-I cleavage product accumulation, plate reader; activity, % at 10 µM; 360,000 tested, 0.064% active; in the data active means activity above about 50%, passing the limit was not always enough; inconclusive means no clear call, values can overlap the other calls; further: inactives centre near 2
SARS 3CLpro inh = SARS-CoV 3CLpro protease inhibition; inhibition, % at 6 µM; P0C6X7; 290,000 tested, 0.14% active; recombinant SARS-CoV 3CLpro, quenched FRET peptide cleavage; in the data active means inhibition above about 12%
Active calls of the source: *; i = inactive; u = inconclusive; x = no result given.

Value order: Anthrax LF prot | DUSP3 inh | BH1578 lux ind | SARS 3CLpro inh | PfHsp40 yeast | SSB-PriA inh | MazF activator | Yp Topo-I inh | TcdB GH inh | Rv3671c protease
> O=[N+]([O-])c1ccc(/C=C2\CCC(C3=CCCC3)=C2N2CCOCC2)cc1
  0 | -4 | -0.6 | 1 | -0.7 | 3 | 2 | 6 | x | 4
> Cc1ccc(Nc2cnn(C34CC5CC(CC(CC(=O)O)(C5)C3)C4)c(=O)c2Cl)cc1C
  0 | 24 | i | -4 | -1.0 | -8 | -2 | -1 | 1.4 | 4
> Cc1cccc(N=C2NC(=O)/C(=C/C=C/c3ccco3)S2)c1
  -1 | 25 | -0.4 | 2 | -0.2 | -9 | -5 | -3 | -0.3 | -11
> O=C(Oc1cccc(OC(=O)N2CCCCC2)c1)N1CCCCC1
  -1 | 26 | -1.3 | 2 | -1.0 | -3 | -7 | 9 | x | -13
> O=c1[nH]c(=S)n(CCC2=CCCCC2)c(O)c1C=NCc1cccnc1
  -8 | 29 | -0.1 | -1 | 0.2 | x | x | 3 | x | -3
> COc1ccccc1-c1cc(C(F)(F)F)nc(S(=O)(=O)CCCC(=O)NC(C)C)n1
  0 | 10 | 0.3 | -1 | 0.7 | -11 | 2 | -1 | x | 4
> CCCNC(=O)CN(c1ccc(F)cc1)S(=O)(=O)c1ccc2c(c1)OCCO2
  -2 | -2 | 1.0 | 1 | u | 1 | 4 | -7 | 0.7 | 3
> O=C1Nc2ccc3c(c2C1=Cc1cc2c(cc1Br)OCO2)OCO3
  -9 | x | 1.1 | x | -0.6 | -9 | 4 | -6 | 0.8 | x
> CSc1nc2c(c(=O)n1-c1ccc(C)cc1)SCC2
  -14 | -11 | -11 | -4 | -1.1 | -6 | 8 | 6 | x | -1
> COc1ccccc1NC(=O)Cn1cnc2sc(C(=O)Nc3ccc(OC)c(OC)c3)c(C)c2c1=O
  -1 | -1 | 3.1 | 0 | 1.6 | -24 | 10 | 6 | 0.7 | -11
> O=C(COc1ccc(F)cc1Br)N1CCN(c2ncccn2)CC1
  1 | 22 | -0.8 | 5 | -0.8 | -28 | 0 | 3 | 1.1 | -6
> CCC(=O)Nc1ccc(C(=O)CSc2nc3ccccc3[nH]2)cc1
  2 | -5 | 0.0 | 1 | -0.9 | -18 | 12 | -1 | 1.1 | -3
> CC1CCCC(NC(=O)C2COc3ccccc3O2)C1C (centres undefined)
  4 | x | -0.4 | x | 0.0 | -22 | 10 | 3 | -4.6 | -5
> CN(C(=O)COc1ccccc1)c1nc(-c2ccc(F)cc2)cs1
  -1 | 17 | i | 2 | 0.1 | -6 | 8 | -3 | 0.6 | 2
> Cc1occc1C(=O)N/N=C/c1cccs1
  -5 | 13 | i | -1 | -2.1 | x | 2 | 3 | 0.8 | 0
> Cc1cccc2cc(CN(Cc3nnnn3Cc3ccccc3)C3CCCC3)c(=O)[nH]c12
  3 | 10 | -6.9 | -2 | -0.2 | 3 | -3 | 15 | x | -5
> COc1ccc(C2CC23N=C(c2ccccc2)OC3=O)cc1 (centres undefined)
  -1 | -8 | -0.4 | -1 | 1.1 | -7 | 1 | 2 | 0.7 | 1
> C=CCSc1nc2c(cc1C#N)CCC2
  -6 | 12 | i | -5 | -0.7 | -28 | 1 | -2 | x | 7
> Cc1ccc(N2C(=O)N(CC(=O)Nc3cc(Cl)ccc3C)C(=O)C2C)cc1 (centres undefined)
  0 | x | i | x | 3.3 | -10 | 0 | -9 | 2.3 | 10
> C=CC[C@@H](Cc1ccc(F)cc1)C(=O)OC[C@H]1CCCN1C(=O)[C@H](CC=C)CC(=O)N(CCO)Cc1ccccc1
  -3 | x | i | x | u | -13 | 13 | 9 | 1.5 | 2
> CC(C)COCc1ccc(O)c2ncccc12
  -4 | -8 | -0.7 | -1 | x | 84* | -7 | -15 | -8.0 | 6
> COc1cc(OC)c(S(=O)(=O)Nc2ccc(C(=O)O)cc2)cc1S(=O)(=O)Nc1ccc(C(=O)O)cc1
  -1 | 39 | -0.3 | 2 | -0.5 | -25 | 4 | -6 | -0.1 | -2
> O=C(c1ccc([N+](=O)[O-])cc1[N+](=O)[O-])N1CCCC1
  -7 | 26 | -0.4 | 1 | 1.0 | -8 | -4 | -12 | 0.6 | 5
> CCCOC(=O)c1c(NC(=O)CCCn2nc([N+](=O)[O-])c(Cl)c2C)sc(C(=O)OC)c1C
  0 | -4 | -0.6 | -1 | 0.0 | 1 | -4 | -4 | x | 2
> CC(=O)Nc1ccc(S(=O)(=O)NCCC(=O)Nc2ccc(C)c(Cl)c2)cc1
  -5 | 3 | -0.4 | 1 | 0.6 | 4 | 6 | -4 | -0.6 | -4
> CN(C)S(=O)(=O)c1ccc(Cl)c(C(=O)Nc2ccc(S(=O)(=O)N3CCOCC3)cc2)c1
  4 | 32 | -0.3 | 3 | -0.6 | -8 | 8 | 5 | 1.7 | -6
> COc1ccc(CC2C(=O)NC(=O)N(c3ccccc3)C2=O)c(OC)c1 (centres undefined)
  -3 | 10 | -0.3 | 1 | 0.9 | -1 | -4 | 1 | -2.7 | 1
> O=C(CCNS(=O)(=O)c1ccccc1C(F)(F)F)N1CCCCCCC1
  -3 | x | i | x | -1.0 | -13 | 0 | 9 | 0.5 | -1
> CCOc1ccc(CSC(=N)N)cc1[N+](=O)[O-]
  6 | 2 | i | 4 | 0.9 | 3 | 12 | -4 | x | 0
> CCc1cccc(NC(=O)CCc2nc3sc4c(c3c(=O)[nH]2)CCCC4)c1
  -4 | x | i | x | -0.4 | 4 | -1 | 26 | 0.0 | -5

Entries of single compounds from above. Values in the order: Anthrax LF prot, DUSP3 inh, BH1578 lux ind, SARS 3CLpro inh, PfHsp40 yeast, SSB-PriA inh, MazF activator, Yp Topo-I inh, TcdB GH inh, Rv3671c protease
`CC(C)COCc1ccc(O)c2ncccc12` as listed: -4, -8, -0.7, -1, x, 84*, -7, -15, -8.0, 6
`COc1ccc(CC2C(=O)NC(=O)N(c3ccccc3)C2=O)c(OC)c1` (centres undefined) as listed: -3, 10, -0.3, 1, 0.9, -1, -4, 1, -2.7, 1

(further entries)
Value order: Anthrax LF prot | DUSP3 inh | BH1578 lux ind | SARS 3CLpro inh | PfHsp40 yeast | SSB-PriA inh | MazF activator | Yp Topo-I inh | TcdB GH inh | Rv3671c protease
> COC(=O)c1ccc(Cn2nnc3c(=O)[nH]c(C4CCN(S(=O)(=O)c5cc(C)ccc5C)CC4)nc32)cc1
  0 | 7 | i | 2 | u | -1 | 6 | 38 | -0.7 | -18
> CCOC(=O)CSc1snnc1-c1ccccc1
  1 | 16 | -0.5 | 3 | 0.7 | -35 | -8 | 4 | x | 6
> O=c1[nH]c(-c2ccccc2)c(-c2ccccc2)nc1[N+](=O)[O-]
  -7 | -2 | -0.5 | 3 | 3.4 | -12 | 3 | 8 | 0.6 | -2
> CCOC(=O)N1CCN(C(=O)CSc2nc3c([nH]c4ccccc43)c(=O)n2CCOC)CC1
  -2 | 6 | -4.2 | -2 | -0.9 | -9 | -1 | 6 | 1.6 | 3
> CCOCC(=O)NC1CCSC1=O (centres undefined)
  -10 | -18 | -0.2 | -1 | 0.2 | -18 | 2 | -3 | x | -5
> CCC(C)c1ccc(S(=O)(=O)N2CCN(C(=O)CN3C(=O)NC(C)(C4CC4)C3=O)CC2)cc1 (centres undefined)
  -3 | x | -0.2 | x | x | x | 2 | 31 | 0.0 | x
> COc1ccc(NC(=O)c2cc(=O)[nH]c3ccccc23)cc1
  -13 | 17 | -0.5 | 2 | -0.8 | -12 | 3 | 5 | 1.7 | 1
> CCN(c1cccc(C)c1)S(=O)(=O)c1ccc2c(c1)NC(=O)CS2
  -4 | 29 | i | 0 | 0.8 | -17 | 15 | 25 | 1.1 | -5
> Cc1ccc2c(c1)C(=O)C(=O)N2c1ccc(C(F)(F)F)cc1
  1 | x | -1.0 | x | -0.9 | -16 | -4 | 2 | -0.9 | -4
> Cc1sc(NC(=O)CCl)c(C(=O)c2ccccc2)c1C
  -6 | 9 | x | 14* | 3.7 | 15 | -2 | 4 | x | -2
> CCOC(=O)CCCN1CC(O)=C(c2nc(-c3ccc(Cl)cc3)cs2)C1=N
  -6 | -14 | i | 4 | 0.3 | 4 | 13 | 0 | 0.1 | 5
> Cc1cc(O)c(C(=O)/C=C/c2ccc(Cl)cc2)c(=O)o1
  6 | x | i | 0 | 0.7 | -2 | -4 | -13 | 2.0 | -14
> N#CCCn1cc(C(CC(=O)c2ccc(Br)cc2)C(=O)O)c2ccccc21 (centres undefined)
  -5 | 17 | -0.2 | 2 | -1.3 | 8 | 0 | 2 | x | 0
> CC(=O)c1cccc(NC(=O)CCCOc2ccc(C)cc2)c1
  -1 | 4 | -0.3 | -1 | 1.4 | -16 | 0 | 6 | 0.8 | 0
> CC[C@]12c3[nH]c4cc(-c5ccco5)ccc4c3CCN1C(=O)[C@@H](CC(=O)NC/C=C(\C)CCC=C(C)C)C[C@@H]2C(=O)N1CCN(C(=O)C2CC2)CC1
  -8 | x | i | x | 1.1 | 0 | -7 | 13 | 0.3 | x
> CC(C)N1CCc2c(sc(NC(=O)c3cc(-c4cccs4)nc4ccccc34)c2C(N)=O)C1
  -1 | 8 | -3.1 | -2 | 0.0 | 12 | -97 | -32 | x | -5
> COc1ccc(/C=N/N2CCN(C3c4ccccc4-c4ccccc43)CC2)cc1OC
  -3 | 4 | -0.3 | 0 | 0.1 | x | 3 | 20 | x | -8
> CC(Cc1cccs1)NC(=O)Nc1cccc(Cl)c1 (centres undefined)
  -1 | 12 | -0.3 | -1 | -0.6 | -2 | 0 | -2 | x | -17
> Cc1cc(NC(=O)C2Oc3ccccc3OC2C)no1 (centres undefined)
  1 | 12 | -0.5 | -2 | 0.7 | -6 | 0 | 0 | 1.4 | 5
> CCOc1ccc2nc(N3CCCC(C(=O)NCCCN4CCOCC4)C3)sc2c1 (centres undefined)
  -4 | 32 | -0.3 | 1 | 0.3 | -17 | 3 | 8 | 1.2 | 3
> CCN(CC)C(=O)CN(C#N)c1nc(NC(C)C)nc(NC(C)C)n1
  -6 | 24 | -0.7 | 0 | 0.3 | -10 | 1 | -1 | x | 9
> Cc1ccc(S(=O)(=O)NCC(=O)OCC(=O)N2N=C(c3ccc(Cl)cc3)CC2c2ccco2)cc1C (centres undefined)
  -2 | 4 | -0.4 | 0 | -0.7 | 4 | -10 | 10 | x | -25
> NNC(=O)c1c[nH]c2ccc(OCc3ccccc3)cc12
  16 | x | -0.8 | x | 1.6 | -14 | 6 | -4 | 1.3 | -100
> Cc1ccc(Nc2nc(-c3ccc(S(=O)(=O)N4CCOCC4)cc3)cs2)cc1Cl
  -2 | -7 | -0.3 | 6 | 0.7 | 8 | 11 | -5 | x | 8
> OC(CSc1ccccc1Cl)CN1CCN(c2ccccc2F)CC1 (centres undefined)
  -4 | 5 | -3.8 | 1 | -0.1 | -10 | -4 | 19 | x | 3
> CC(SCC(=O)Nc1ccc(S(=O)(=O)N2CCCCC2)cc1)C(=O)O (centres undefined)
  -6 | 23 | -1.4 | -2 | 0.1 | -5 | 7 | -11 | x | 0
> CC(C)CN(C(=O)CN(C)C(=O)Cc1ccc(Cl)cc1)c1c(N)n(CC(C)C)c(=O)[nH]c1=O
  -2 | x | -0.2 | x | -1.3 | -27 | -1 | -11 | 2.1 | -3
> COc1cc(C)c(CNc2cc(C)cc(C)c2)cc1C
  -2 | 33 | i | -1 | 0.8 | 4 | -4 | 8 | x | 5
> Cc1cc(NC(=O)Cc2ccccc2)nc2c1c(=O)oc1ccccc12
  -5 | 2 | -0.2 | -3 | -0.8 | -9 | -15 | 0 | 1.4 | -3

Not all compounds are listed; the hit share may differ from the screen's.
